C diff growth = inhibitors of Clostridium difficile growth; AID 1259249; Clostridium difficile clinical isolate growth, OD600, 24 h; active compounds read low; growth activity, negative = inhibition, % at 16 µg/mL (by protocol); 86,000 compounds, 0.25% hits;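 active means mean growth activity at or below -80% and every replicate also at or below -80%; inconclusive means mean at or below -80% but some replicate above -80%; inactive means mean growth activity above -80%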;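 further: 0% = DMSO wells and -100% = levofloxacin 16 µg/mL wells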
T cruzi growth = inhibitors of T. cruzi proliferation. AID 624255. 77,000 compounds, 5.9% hits. inhibition, % at 8.34 µM. T. cruzi beta-gal in NIH3T3, GalScreen luminescence, 90 h;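 active means mean inhibition above about 93%, with at least 55% of replicates each passing it, limit read from the data, passing the limit was not always enough; inconclusive means only one of those two conditions holds; inactive means neither condition holds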
GASC1 inh = blocks human GASC-1 (KDM4C) demethylase activity | Q9H3R0 | GST-KDM4C 2-372, H3K9me3 peptide, LANCE TR-FRET | inhibition, % at 12.5 µM | 96,000 compounds, 0.15% hits;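 active means mean replicate inhibition above about 25%, with at least 55% of replicates also reaching it, limit read from the data, passing the limit was not always enough; inconclusive means only one of those two conditions met; inactive means neither condition met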
Target sequence (Q9H3R0 2-372 limits assumed): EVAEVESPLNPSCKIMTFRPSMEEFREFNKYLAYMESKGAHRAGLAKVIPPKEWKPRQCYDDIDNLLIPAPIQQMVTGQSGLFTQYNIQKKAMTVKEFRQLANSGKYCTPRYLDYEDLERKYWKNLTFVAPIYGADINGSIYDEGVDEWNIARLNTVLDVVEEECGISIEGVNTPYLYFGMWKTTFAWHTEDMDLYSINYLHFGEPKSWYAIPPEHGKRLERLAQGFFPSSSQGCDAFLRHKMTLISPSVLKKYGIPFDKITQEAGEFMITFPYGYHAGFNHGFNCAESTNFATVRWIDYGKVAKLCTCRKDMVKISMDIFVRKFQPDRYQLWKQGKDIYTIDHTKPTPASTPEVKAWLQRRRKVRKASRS
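Material: N-terminal GST-fused human GASC-1 (KDM4C) fragment, residues 2-372. Input: 10 nM enzyme. Incubation: enzyme reaction 30 min, then detection 60 min, both room temperature. Doses: one test concentration per compound. Read-out basis: inhibition from TR-FRET ratio decrease. Detection: LANCE TR-FRET, excitation 340 nm, emissions 618 and 671 nm.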
Pf Dd2 growth = P. falciparum Dd2 growth inhibition; activity change, % at 10 µM; SYBR Green, 72 h; active compounds read low; 94,000 compounds, 2.3% hits; AID 1159554; in the data active means activity change below about -80%; inconclusive means no clear call, values can overlap the other calls
Active calls of the source: *; ? = inconclusive; . = not tested or not shown.

nr | molecule | C diff growth | T cruzi growth
1 | Cc1ccc(S(=O)(=O)N[C@H]2C=C[C@H](CC(=O)NC3CCCCC3)O[C@@H]2CO)cc1 | -3 | 15
2 | Cc1noc(C)c1NC(=O)Nc1ccc2c(c1)C(=O)N(C)[C@H]1CC[C@H](CC(=O)NCc3ccc(Cl)cc3)O[C@@H]1CO2 | 5 | 4
3 | COc1ccccc1C#Cc1ccc([C@H]2[C@H]3CN(C(=O)C4CCC4)CCCCN3[C@H]2CO)cc1 | 19 | 76
4 | C[C@H](CO)N1C[C@H](C)[C@H](CN(C)Cc2ccncc2)Oc2ccc(NC(=O)Cc3cn(C)c4ccccc34)cc2CC1=O | 1 | 21
5 | CO[C@@H]1CN(C)C(=O)c2cc(NC(=O)C3CC3)ccc2OC[C@H](C)N(Cc2cncnc2)C[C@H]1C | 0 | 1
6 | CNC[C@@H]1Oc2ccc(N(C)C)cc2CC(=O)N([C@H](C)CO)C[C@@H]1C | -2 | -6
7 | C[C@H]1CN([C@@H](C)CO)C(=O)Cc2cc(NS(=O)(=O)c3cccs3)ccc2O[C@@H]1CN(C)CC1CCCCC1 | -3 | 59
8 | C[C@@H]1CCCCO[C@H](CN(C)Cc2ccc3c(c2)OCO3)[C@@H](C)CN([C@@H](C)CO)C(=O)c2cc(NC(=O)Nc3ccccc3)ccc2O1 | 23 | 68
9 | CO[C@@H]1CN(C)C(=O)c2cc(NC(=O)c3ccccc3)ccc2OC[C@@H](C)N(C(C)=O)C[C@@H]1C | . | -26
10 | COc1ccccc1NC(=O)N[C@H]1CC[C@@H](CCn2cc(-c3ccccc3)nn2)O[C@H]1CO | -1 | 38

nr | GASC1 inh | Pf Dd2 growth
1 | -0.2 | 8
2 | -0.7 | .
3 | -1.3 | 6
4 | -0.1 | -15
5 | 0.8 | 43
6 | 1.8 | 22
7 | 5.1 | -4
8 | -0.7 | -78
9 | 0.5 | 32
10 | -1.3 | -14

The listing continues:
nr | molecule | C diff growth | T cruzi growth
11 | COc1ccc(NC(=O)Nc2ccc3c(c2)C(=O)N([C@@H](C)CO)C[C@H](C)[C@@H](CN(C)S(=O)(=O)c2cccs2)OCCCC[C@H](C)O3)cc1 | -4 | -8
12 | Cc1ccc(S(=O)(=O)N[C@H]2CC[C@H](CCn3cc(-c4ccccc4F)nn3)O[C@@H]2CO)cc1 | -5 | .
13 | CN(C)C(=O)C[C@H]1C=C[C@@H](NC(=O)C2CCC2)[C@H](CO)O1 | 0 | -15
14 | O=C(N[C@@H]1CC[C@@H](CCn2cc(C3(O)CCCC3)nn2)O[C@H]1CO)C1CCCCC1 | -1 | 8
15 | COCCNC(=O)C[C@H]1C[C@@H]2c3cc(NC(=O)Nc4ccc(OC)cc4)ccc3O[C@@H]2[C@@H](CO)O1 | 2 | -14
16 | CO[C@H]1CN(C)C(=O)c2cccc(C#N)c2OCC[C@@H]2CC[C@@H](OC)[C@H](CN(C)C(=O)[C@@H]1C)O2 | -5 | 59
17 | CCCC(=O)Nc1ccc2c(c1)OC[C@@H](C)N(C(C)=O)C[C@@H](C)[C@H](OC)CN(C)C2=O | 0 | -16
18 | CC(C)NC(=O)Nc1cccc2c1O[C@@H](CN(C)S(=O)(=O)c1ccc(Cl)cc1)[C@@H](C)CN([C@@H](C)CO)C2=O | -5 | .
19 | COc1ccc2c3c([nH]c2c1)[C@@H](CO)N(C(=O)Nc1c(C)noc1C)CC31CN(CC2CCOCC2)C1 | -5 | .
20 | C[C@@H]1CCCCO[C@H](CN(C)Cc2ccc(Cl)c(Cl)c2)[C@@H](C)CN([C@@H](C)CO)C(=O)c2cc(NC(=O)Cc3ccccc3)ccc2O1 | -2 | 75

nr | GASC1 inh | Pf Dd2 growth
11 | 0.9 | -74
12 | -0.6 | -42
13 | -0.5 | -7
14 | -1.3 | 18
15 | 1.0 | -16
16 | 2.8 | .
17 | 1.5 | .
18 | 8.4 | -7
19 | 0.4 | -11
20 | -0.5 | -86*

The results go on.
nr | molecule | C diff growth | T cruzi growth
21 | CCC(=O)N1[C@@H]2Cn3c(cccc3=O)[C@H]1[C@@H](C(=O)N1CCc3ccccc3C1)[C@@H]2CO | -4 | -9
22 | C[C@H](CO)N1C[C@H](C)[C@@H](CN(C)S(C)(=O)=O)OCCCC[C@H](C)Oc2ccc(NC(=O)CCCN(C)C)cc2C1=O | 1 | -22
23 | O=C(C[C@@H]1C=C[C@@H](NC(=O)Cc2cccnc2)[C@H](CO)O1)Nc1ccc(-c2ccccc2)cc1 | 1 | .
24 | COc1cccc(-c2cnc3c(c2)C(=O)N([C@H](C)CO)C[C@@H](C)[C@@H](CN(C)C(=O)Nc2ccccc2F)O3)c1 | 3 | .
25 | C[C@@H]1CCCCO[C@H](CN(C)C(=O)Nc2ccc3c(c2)OCO3)[C@@H](C)CN([C@@H](C)CO)C(=O)c2cc(NS(=O)(=O)c3ccc(F)cc3)ccc2O1 | -12 | 46
26 | O=C(N[C@@H]1CC[C@H](CCNS(=O)(=O)c2ccc(F)cc2)O[C@@H]1CO)C1CCC1 | 3 | 16
27 | C[C@@H]1CN([C@@H](C)CO)S(=O)(=O)c2ccc(C#CC3CC3)cc2O[C@H]1CN(C)C(=O)c1ccccc1 | 2 | ?
28 | O=C(c1cccc(F)c1)N1C[C@H]2[C@@H](c3ccccc31)[C@@H](CO)N2C(=O)c1ccccn1 | -5 | 25
29 | CCCc1cn(CC[C@H]2CC[C@@H](NS(=O)(=O)c3ccc(-c4ccccc4)cc3)[C@@H](CO)O2)nn1 | -8 | 45
30 | COc1ccc(S(=O)(=O)Nc2ccc3c(c2)C(=O)N([C@@H](C)CO)C[C@@H](C)[C@@H](CN(C)C(=O)NC(C)C)OCCCC[C@@H](C)O3)cc1 | 8 | 13

nr | GASC1 inh | Pf Dd2 growth
21 | 16 | -12
22 | 7.0 | 31
23 | -0.4 | 10
24 | 1.4 | -47
25 | 2.3 | -44
26 | -0.1 | 12
27 | -0.6 | -67
28 | 0.5 | -30
29 | -1.0 | -94*
30 | 1.5 | .

(further entries)
nr | molecule | C diff growth | T cruzi growth
31 | COc1ccc(S(=O)(=O)N(C)C[C@@H]2OCCCC[C@@H](C)Oc3ccc(NS(=O)(=O)c4cn(C)cn4)cc3C(=O)N([C@H](C)CO)C[C@@H]2C)cc1 | 2 | 59
32 | CCCC(=O)Nc1ccc2c(c1)C(=O)N(C)C[C@@H](OC)[C@H](C)CN(C(=O)CN(C)C)[C@@H](C)CO2 | . | -44
33 | Cc1cccc(-c2ccc([C@H]3[C@@H](CO)N4C(=O)CN(C(=O)c5cccnc5)C[C@@H]34)cc2)c1 | -1 | .
34 | CC=Cc1ccc2n(c1=O)C[C@H]1[C@H](CO)[C@@H](C(=O)N3CCCCC3)N(Cc3ccccn3)[C@@H]21 (mixture of isomers) | -2 | -7
35 | COc1ccc(CN(C)C[C@H]2Oc3ccc(NS(C)(=O)=O)cc3C(=O)N([C@@H](C)CO)C[C@@H]2C)cc1 | 1 | .
36 | CCCNC(=O)N(C)C[C@@H]1Oc2cc(-c3cncnc3)ccc2S(=O)(=O)N([C@@H](C)CO)C[C@@H]1C | 0 | .
37 | COc1ccc(CN(C)C[C@@H]2Oc3ccc(NS(=O)(=O)c4ccccc4)cc3CC(=O)N([C@@H](C)CO)C[C@@H]2C)cc1 | -5 | 22
38 | Cc1ccc(S(=O)(=O)Nc2ccc3c(c2)C(=O)N([C@@H](C)CO)C[C@H](C)[C@@H](CN(C)Cc2ccc(-c4ccccc4)cc2)O3)cc1 | 33 | ?
39 | COCC(=O)Nc1ccc2c(c1)C(=O)N(C)[C@@H]1CC[C@@H](CC(=O)NCc3ccccc3)O[C@@H]1CO2 | 10 | 75
40 | C[C@@H]1CN([C@@H](C)CO)C(=O)Cc2cc(NC(=O)Nc3ccc(C(F)(F)F)cc3)ccc2O[C@H]1CN(C)S(=O)(=O)c1ccc(Cl)cc1 | 11 | 44

nr | GASC1 inh | Pf Dd2 growth
31 | 11 | -39
32 | -0.2 | -24
33 | -0.5 | -27
34 | 14 | 2
35 | -0.7 | -4
36 | -2.6 | -16
37 | -1.1 | -6
38 | -0.3 | -3
39 | -2.3 | 0
40 | 0.0 | -38

Additional results
nr | molecule | C diff growth | T cruzi growth
41 | COc1ccc(S(=O)(=O)Nc2ccc3c(c2)C(=O)N([C@H](C)CO)C[C@@H](C)[C@@H](CN(C)S(=O)(=O)c2ccc(C)cc2)O3)cc1 | 5 | 45
42 | CO[C@@H]1CN(C)C(=O)c2ccc(NC(=O)C3CC3)cc2OC[C@H](C)N(C(=O)CN2CCOCC2)C[C@H]1C | . | -25
43 | C[C@@H]1CN([C@H](C)CO)C(=O)c2cccc(NC(=O)c3nc4ccccc4s3)c2O[C@@H]1CN(C)Cc1ccncc1 | 9 | .
44 | C[C@H](CO)N1C[C@H](C)[C@@H](CN(C)S(=O)(=O)c2ccc(Cl)cc2)Oc2ccc(NS(C)(=O)=O)cc2C1=O | -4 | 16
45 | C[C@@H]1CN([C@H](C)CO)S(=O)(=O)c2ccc(C#Cc3ccccc3)cc2O[C@@H]1CN(C)S(C)(=O)=O | -10 | 69
46 | O=C(C[C@@H]1CC[C@@H]2[C@H](COC[C@@H](O)CN2Cc2cccc(Cl)c2)O1)NCc1cccc(F)c1 | . | 12
47 | C[C@H](CO)N1C[C@H](C)[C@H](CN(C)C(=O)C2CCOCC2)Oc2ncc(-c3ccccc3F)cc2C1=O | -5 | .
48 | C[C@H]1CN([C@@H](C)CO)C(=O)Cc2cc(NC(=O)Cc3cn(C)c4ccccc34)ccc2O[C@@H]1CN(C)S(=O)(=O)c1ccc(F)cc1 | -5 | 37
49 | C[C@@H]1CN([C@H](C)CO)C(=O)c2cccc(NC(=O)CCCCCC(=O)Nc3ccccc3N)c2O[C@H]1CN(C)C | -2 | .
50 | C[C@@H]1CCCCO[C@H](CN(C)Cc2ccc(C(F)(F)F)cc2)[C@H](C)CN([C@@H](C)CO)C(=O)c2cc(NC(=O)Cc3ccccc3)ccc2O1 | . | -25

nr | GASC1 inh | Pf Dd2 growth
41 | -0.8 | 25
42 | -1.3 | 16
43 | 2.5 | -20
44 | -1.6 | -35
45 | -3.6 | -40
46 | 0.6 | -6
47 | 0.4 | 10
48 | 2.4 | -16
49 | -1.8 | -76
50 | . | -61

New compounds follow.
nr | molecule | C diff growth | T cruzi growth
51 | CO[C@H]1CN(C)C(=O)c2ccc(NC(=O)Nc3c(C)noc3C)cc2OC[C@H](C)N(CC2CC2)C[C@@H]1C | -2 | .
52 | C[C@H]1CN([C@@H](C)CO)C(=O)c2cc(C3=CCCCC3)cnc2O[C@@H]1CN(C)Cc1cccc(F)c1 | 1 | 29
53 | CNC(=O)C[C@@H]1CC[C@@H]2[C@@H](COc3ccc(NC(=O)Nc4ccccc4F)cc3C(=O)N2C)O1 | -2 | 46
54 | C[C@H](CO)N1C[C@H](C)[C@H](CN(C)C)Oc2c(NS(=O)(=O)c3cn(C)cn3)cccc2C1=O | 2 | 9
55 | COc1cccc(C#Cc2cnc3c(c2)C(=O)N([C@@H](C)CO)C[C@@H](C)[C@H](CN(C)C(=O)C2CCC2)O3)c1 | -1 | 51
56 | CN(C)C(=O)C[C@@H]1CC[C@H]2[C@H](COc3ccc(NC(=O)C4CCCCC4)cc3C(=O)N2C)O1 | -2 | 9
57 | CO[C@H]1CN(C)C(=O)c2cc(NC(=O)Nc3c(C)noc3C)ccc2OC[C@H](C)N(C)C[C@@H]1C | 4 | -11
58 | COc1cccc(NC(=O)N2CC(=O)N3[C@@H](CO)[C@@H](c4ccc(C#CCC5CCCC5)cc4)[C@@H]3C2)c1 | 51 | .
59 | C[C@H](CO)N1C[C@H](C)[C@@H](CN(C)S(=O)(=O)c2ccc(Cl)cc2)Oc2ccc(NS(=O)(=O)c3ccc(Cl)cc3)cc2CC1=O | 15 | 42
60 | CC=Cc1ccc2n(c1=O)C[C@@H]1[C@@H](CO)[C@H](C(=O)NCc3ccc(F)cc3)N(CC)[C@H]21 (mixture of isomers) | 3 | 56
61 | C[C@@H]1CN([C@@H](C)CO)C(=O)c2cccc(NC(=O)C3CCOCC3)c2O[C@H]1CN(C)Cc1ccc(C(=O)Nc2ccccc2N)cc1 | 2 | 107*

nr | GASC1 inh | Pf Dd2 growth
51 | 0.7 | 16
52 | -0.5 | -14
53 | 0.0 | 5
54 | -1.5 | 16
55 | -2.2 | -65
56 | 0.1 | 3
57 | -0.3 | 19
58 | -1.4 | -19
59 | 7.9 | -62
60 | 2.2 | -4
61 | 5.6 | -67

3 of the entries above in order of their number in C diff growth, rising:
| nr | SMILES | C diff growth |
| --- | --- | --- |
| 51 | CO[C@H]1CN(C)C(=O)c2ccc(NC(=O)Nc3c(C)noc3C)cc2OC[C@H](C)N(CC2CC2)C[C@@H]1C | -2 |
| 52 | C[C@H]1CN([C@@H](C)CO)C(=O)c2cc(C3=CCCCC3)cnc2O[C@@H]1CN(C)Cc1cccc(F)c1 | 1 |
| 54 | C[C@H](CO)N1C[C@H](C)[C@H](CN(C)C)Oc2c(NS(=O)(=O)c3cn(C)cn3)cccc2C1=O | 2 |

Source: PubChem
